Source: PubChem (Small Molecule Screening Facility, UW Madison)
SSB-PriA inh: inhibitors of Klebsiella pneumoniae PriA binding to SSB C-terminal tail; AlphaScreen SSBct-PriA binding, biotinylated peptide; inhibition, % at 33 µM; 0.6% of 430,000 active; in the data active means inhibition mostly above about 37%, no sharp cut-off; inactive means mostly below about 20%;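 further: plate controls were negative control peptide for no effect and reference peptide for full effect; strong numbers were not always called active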
Starred values were filed as active, the others as inactive; & = joins results of further samples. These rows are one share of the data. The share of hits here may be higher or lower than overall.

SMILES	SSB-PriA inh
COc1ccc(-c2nc(SC(CC(=O)NCCc3ccccc3)c3cccs3)n[nH]2)cc1 (stereo not drawn)	6.0
CC(=NNC(=O)CNC(=O)c1ccncc1)c1ccc(Cl)cc1	-5.0
CCC(Sc1ncc(S(=O)(=O)c2ccccc2)c(N)n1)C(=O)Nc1ccc(F)cc1 (stereo not drawn)	0.0
Cc1nnsc1C(=O)N1CCC(N2CCC(Oc3ccccc3F)CC2)CC1	-5.0
O=C(Nc1ccccc1Cc1nc(-c2cnccn2)no1)c1ccc[nH]c1=O	4.0
COc1ccc(OC)c(S(=O)(=O)Nc2cc(Sc3ccccc3)c(O)c3ccccc23)c1	-3.0
CCOc1ccc(NC(=O)CSc2nc(-c3cccc([N+](=O)[O-])c3)cs2)cc1	1.0
O=C(NCCCn1nc(-c2ccc(Cl)cc2)ccc1=O)c1ccco1	-14.0
CS(=O)(=O)c1ccccc1NC(=O)Cc1ccc(Cl)s1	-14.0
CCOc1ccc(-c2c(C)sc(=Nc3ccccc3)n2CCOC(=O)c2ccccc2)cc1	-14.0
CC(=O)Nc1cccc(NC(=O)c2cn[nH]n2)c1	-13.0
O=C(NCC[C@H](O)c1cccs1)C1(c2ccc(Cl)cc2)CCCC1	-15.0
CS(=O)(=O)c1cccc(C(=O)Nc2ccc(-c3nc4ccccc4s3)c(O)c2)c1	-4.0
O=C(NN=Cc1c(O)n(-c2cccc3ccccc23)c(=O)[nH]c1=O)c1ccncc1	-1.1
Cc1cccc(NC(=O)Nc2nc(C(=O)NCc3ccc4c(c3)OCO4)cs2)c1	4.0

Given as comma-separated lines: 5 of the compounds above.
Compound,SSB-PriA inh
CCC(Sc1ncc(S(=O)(=O)c2ccccc2)c(N)n1)C(=O)Nc1ccc(F)cc1 (stereo not drawn),0.0
CCOc1ccc(-c2c(C)sc(=Nc3ccccc3)n2CCOC(=O)c2ccccc2)cc1,-14.0
CC(=O)Nc1cccc(NC(=O)c2cn[nH]n2)c1,-13.0
O=C(Nc1ccccc1Cc1nc(-c2cnccn2)no1)c1ccc[nH]c1=O,4.0
CS(=O)(=O)c1cccc(C(=O)Nc2ccc(-c3nc4ccccc4s3)c(O)c2)c1,-4.0

Next part.
SMILES	SSB-PriA inh
COc1cccc(N/C=C(\C#N)C(=O)N2CCOCC2)c1	-7.0
Cc1ccc(C(=O)C=CNc2ccccn2)cc1	-5.7
Cc1cc(C(=O)Nc2nnc(-c3cc(Cl)sc3Cl)o2)c(C)o1	-8.0
CCOc1ccc(N(C)S(=O)(=O)c2ccsc2C(=O)NCCC2=CCCCC2)cc1	-1.0
CN1CCN(C(CNC(=O)C(=O)NCc2ccco2)c2ccc(N(C)C)cc2)CC1 (stereo not drawn)	23.0
O=C(NCCc1c[nH]c2ccccc12)C1CCN(c2ccc(-c3ccccc3)nn2)CC1	13.0
CC(=O)c1ccc(NC(=O)CSc2ncc(-c3ccc(C)c(C)c3)o2)cc1	-12.0
CCOc1ncnc2ccccc12	-12.0
Cc1ccc(C=NNC(=O)CNC(=O)C23CC4CC(CC(C4)C2)C3)o1	1.2
Cc1cc(C(=O)N(Cc2ccco2)Cc2nn(C)c3c2CCC3)no1	2.0
C=CCn1c(=NC(=O)c2ccc(S(=O)(=O)N(CCC#N)CCC#N)cc2)sc2cc(Br)ccc21	2.0
COc1ccc(-n2c(=O)cc(N3CCCC3)[nH]c2=O)cc1	6.0
Cn1cc(C(=O)N2CCOCC2)cc(NC(=O)c2cc(Cl)ccc2Cl)c1=O	4.0
COc1ccc(C(=O)NC[C@](C)(OC)c2cccc(Cl)c2)cc1F	-8.0
Cc1nc2sc(C)c(C)n2c(=O)c1NC(=O)c1ccncc1	2.0
CN1CC(C(N)=O)CC1=O (stereo not drawn)	3.0
CCC(=O)N1CCc2ccc(NC(=O)COC)cc2C1	-11.0
Cc1cccc(OC(C)C(=O)Nc2ccc(S(=O)(=O)Nc3ncccn3)cc2)c1C (stereo not drawn)	-6.0
O=S(=O)(c1ccccc1)C(Br)(Br)S(=O)(=O)c1ccccc1	-14.0
Cc1cc(S(=O)(=O)NCC(c2ccsc2)N2CCc3ccccc3C2)ccc1F (stereo not drawn)	0.0
COc1ccccc1NC(=O)C(=NO)C(C)=NO	-2.5
CCOC(=O)N1CCN(C(=O)c2cc3cc(OC)ccc3oc2=O)CC1	0.0
CN(Cc1ccco1)S(=O)(=O)c1ccc(C(=O)Nc2nnc(-c3ccc4c(c3)OCCO4)o2)cc1	-19.0&15.0
O=C(Nc1nnc(-c2cccc(Cl)c2)o1)C1CC(=O)N(c2ccc(F)cc2)C1 (stereo not drawn)	-6.0
Cc1ccccc1-n1ncc2c(NCCc3c[nH]c4ccccc34)ncnc21	-2.0
COc1ccc2cc(Br)ccc2c1CCl	-3.0
Cn1c(=O)oc2ccc(S(=O)(=O)NCC(O)(c3cccs3)C3CC3)cc21 (stereo not drawn)	0.0
O=C(Nc1ccc(SCC(=O)N2CCCC2)nn1)C1c2ccccc2Oc2ccccc21	0.0
CCCC(=O)NC(N)=Nc1nc(C)c2cc(C)ccc2n1	-1.4
O=C(NCCn1ccnc1-c1ccccn1)c1cc(-c2ccco2)on1	-7.0
O=C(NC(c1cccnc1)C1CCOCC1)c1ccno1 (stereo not drawn)	-19.0
O=C(NC1CC(=O)N(c2ccc3c(c2)OCCO3)C1)N1CCN(c2ccccc2)CC1 (stereo not drawn)	-2.0
O=C(Cn1ccc2ccccc21)N1CCN(CCn2ccnc2-c2ccccc2)CC1	-11.0
O=C(Nc1ccc(-c2csc(Nc3cccnc3)n2)cc1)c1ccc(C(F)(F)F)nc1	-12.0
O=S(=O)(NCCCn1ccnc1)c1cccc2cnccc12	41.0*
CCn1cc(-c2nnc(SCc3cccc4ccccc34)n2C)ccc1=O	-4.0
CCn1c(SCc2nc(-c3cccs3)no2)nc2ccccc2c1=O	-11.0
COc1ccc(S(=O)(=O)C2CN(C(=O)c3cccc4ccc(C)nc34)C2)cc1	-5.0
Cc1[nH]c(=S)[nH]c(=O)c1CC(=O)O	-4.0
CCCC(O)=C1C(=O)CCCC1=NCCc1ccc(OCC)c(OCC)c1	-0.6
O=S(=O)(Nc1nc2ccccc2nc1NCc1ccc2c(c1)OCO2)c1cccs1	7.0
Cc1c(C(=O)OCc2ccc(F)cc2)nnn1-c1cccc(F)c1	-19.0
ON=Cc1cc(Br)cc(Br)c1OCc1ccccc1	-13.9
COc1ccc(N2CCN(c3ncnc4c3cnn4CCNC(=O)C3CCCC3)CC2)cc1	10.0
COc1coc(C(=O)N2CCN(c3ccccc3)CC2)cc1=O	-9.0

Reformatted field by field: part of the list above.
> COc1ccc(N2CCN(c3ncnc4c3cnn4CCNC(=O)C3CCCC3)CC2)cc1
  SSB-PriA inh = 10.0

> O=C(Cn1ccc2ccccc21)N1CCN(CCn2ccnc2-c2ccccc2)CC1
  SSB-PriA inh = -11.0

> COc1coc(C(=O)N2CCN(c3ccccc3)CC2)cc1=O
  SSB-PriA inh = -9.0

> Cc1[nH]c(=S)[nH]c(=O)c1CC(=O)O
  SSB-PriA inh = -4.0

Next part.
SMILES	SSB-PriA inh
O=C(COc1ccccc1F)NCCCn1nc(-c2ccc(Cl)cc2)ccc1=O	-4.0
COc1ccc(Cl)cc1C(=O)NCC(c1ccc2c(c1)CCN2C)N(C)C (stereo not drawn)	6.0
O=S(=O)(Nc1cnn(C2CCOCC2)c1)c1cccc(Cl)c1	-4.0
C=CCNC(=O)C(=O)Nc1cc([N+](=O)[O-])ccc1C	-10.0
O=C(CCn1c(=S)[nH]c2ccccc2c1=O)NN1CCOCC1	8.0
CC1=C(C(=O)Nc2ccccc2C)C(c2ccc(C)o2)n2c(s/c(=C/c3cccs3)c2=O)=N1 (stereo not drawn)	5.0
O=C(NCc1ccccc1Cl)C1CN(C(=O)c2cnccn2)C1	-17.0
CC(=NNC(=O)c1ccncc1)c1c(O)n(-c2ccccc2)c(=O)[nH]c1=O	0.2
CCCOc1ccc(/C=C2\SC(=N)NC2=O)cc1OC	-6.0
Cn1cc(S(=O)(=O)N2CCCN(C(=O)c3noc4c3CCCC4)CC2)cn1	4.0
Cc1cc(C=NNC(=O)CC#N)c(C)n1-c1ccc([N+](=O)[O-])cc1	5.7
CC(=O)Nc1cccc(NC(=O)CCc2csc(NC(=O)c3ccc(=O)[nH]c3)n2)c1	-9.0
O=C(Cc1ccc(F)cc1)Nc1nc(S(=O)(=O)Cc2ccccc2)ns1	4.0
C=CCn1c(=NC(=O)c2ccc(S(=O)(=O)N3CC(C)OC(C)C3)cc2)sc2cccc(OCC)c21 (stereo not drawn)	12.0
C=CCNC(=S)Nc1cccc(NC(=O)CC(NCC(C)C)C(=O)O)c1 (stereo not drawn)	-1.0
Cc1ccc(C=NNc2ccc(F)cc2F)s1	4.9
CS(=O)(=O)N1CCC(C(=O)N2CC(S(=O)(=O)Cc3ccco3)C2)CC1	5.0
Cc1nc(Cn2nc(-c3cccs3)n(C3CC3)c2=O)cs1	-8.0
O=C(Cn1c(C(F)(F)F)nc2ccccc21)NN=Cc1ccco1	-8.9
O=C(NCC1(c2ccccc2)CCOCC1)C1(c2ccc(Cl)cc2)CCCC1	-5.0
CCCS(=O)(=O)NCc1ccnc(-c2ccsc2)c1	-4.0
C[C@H](Oc1ccccc1)C(=O)NCc1cccnc1-c1ccsc1	-8.0
O=C(c1ccno1)N(CCCN1CCOCC1)c1nc2c(F)cc(F)cc2s1	-4.0&8.0
O=C(C=NO)NCCN1CCCCC1	-8.2
CC(C)c1ccc(Nc2nc(Nc3ccc(Cl)cc3)nc(N3CCOCC3)n2)cc1	-6.0
NC(=O)c1ccsc1NC(=O)CCCSc1ccc(F)cc1	-3.0
Cc1ccc(CNC(=O)Cn2cccc(-c3nc(-c4ccc(C)cc4)no3)c2=O)cc1	-11.0
O=S(=O)(Cc1noc2ccccc12)N1CCc2ccccc2C1	-4.0
COc1ccc(/C=C/c2nc3ccccc3[nH]2)cc1	-5.0
O=C1CC(c2nc(-c3cccs3)no2)CN1Cc1ccc(F)cc1 (stereo not drawn)	-17.0
Cc1ccc2c(N)c(C(=O)c3ccc4c(c3)OCO4)sc2n1	-7.0
COc1ccc(Cn2cnc3c4cc(C)ccc4n(CC(=O)NCCC(C)C)c3c2=O)cc1	-15.0
COc1cc(S(=O)(=O)n2c([N+](=O)[O-])cnc2C)ccc1I	-6.0
CCOC(=O)CNS(=O)(=O)c1c(-c2ccccc2)csc1C(=O)OC	3.0
Nc1nonc1-n1nnc(C(=O)NN=Cc2ccc(Br)cc2)c1-c1ccc2c(c1)OCO2	-2.2
CCOc1c(C)cc(S(=O)(=O)Nc2ccc3c(c2)CCC(=O)N3Cc2ccccc2)cc1C	26.0
Cc1ccc(/C=C/S(=O)(=O)NCC(C)(O)C2CC2)cc1 (stereo not drawn)	-9.0
COc1cc2c(cc1OC)CN(C(=O)CSc1ncnc3sc(C)c(C)c13)CC2	-19.0
O=C(Nc1ccc2c(c1)N(S(=O)(=O)c1cccs1)CCC2)c1ccccc1C(F)(F)F	-1.0&-6.0
COCCN(Cc1ccsc1)C(=O)C1CC(=O)N(c2ccc(C)c(C)c2)C1 (stereo not drawn)	-18.0
CC1=NN(c2ccccc2)C(=O)C1C(=O)c1ccc(S(=O)(=O)N2CCCCC2)cc1 (stereo not drawn)	-1.0
Cc1ccc(NC(=O)c2n[nH]nc2-c2ccccc2)cc1Cl	-6.0
Cc1cc(C)c2nc(C)cc(NC(=O)c3ccco3)c2c1	-8.0
COc1cc(OC)cc(-c2noc(Cn3cnc4c(nnn4Cc4cccc(C)c4)c3=O)n2)c1	-12.0
COc1ccc(-c2cc3c(SCC(=O)N4CCN(c5ccccc5F)CC4)nccn3n2)cc1	-10.0
Cc1ccc(-n2ccnc(SCC(=O)NCCC(C)C)c2=O)cc1F	-4.0
CC[C@H](Oc1ccc(F)cc1)C(=O)Nc1nonc1-c1ccccc1	-16.0
O=C(C1CC=CCC1)N1CCC2(CC1)OCCS2 (stereo not drawn)	-14.0
NC(=NOC(=O)CCCc1ccccc1)c1ccccc1Cl	-57.9
COc1cc(NC(=O)C2(c3cccs3)CCCC2)c2ncccc2c1	-6.0
O=S(=O)(c1cccs1)N1CCCCC(c2ccc(F)cc2)C1 (stereo not drawn)	16.0
Cc1cc(NS(=O)(=O)c2cc3c4c(c2)CCN4C(=O)CC3)ccc1Br	-8.0
COc1cc(OC)cc(C(=O)Nc2nnc(-c3cccc(SC)c3)o2)c1	-1.0
Cc1ccn2c3c(c(C(=O)OCc4ccccc4)c2c1)C(=O)c1ccccc1C3=O	-19.0
COc1ccc(-c2noc(CN3N=NC4C(=O)N(c5cccc(Cl)c5)C(=O)C43)n2)c(OC)c1 (stereo not drawn)	-7.0
O=C(Nc1sc2c(c1CN1CCN(Cc3ccc4c(c3)OCO4)CC1)CCC2)c1ccc(F)cc1	-8.0&9.0
CC(C)(C)c1ccc(S(=O)(=O)Nc2ccc(C(=O)Nc3ccncc3)cc2)cc1	-8.0&-4.0
CC(=NNc1ccc([N+](=O)[O-])cc1[N+](=O)[O-])c1cccnc1	11.2
COc1ccc(CC(=O)NCCCS(=O)(=O)N2CCN(c3ccccc3)CC2)cc1	-13.0
CN(CC#CCNS(=O)(=O)C1CCCCC1)Cc1ccccc1	2.0
The list continues:
SMILES	SSB-PriA inh
Cc1ccc(/C=C(/C#N)c2nc(-c3cccc([N+](=O)[O-])c3)cs2)o1	-1.0
Cc1cc(Nc2ccc(S(=O)(=O)Nc3nccs3)cc2)c2ccc(C(F)(F)F)cc2n1	-4.0&-10.0
CC1(C)C2CCC1(CS(=O)(=O)N1CCCC(Cc3nc(C4CC4)no3)C1)C(=O)C2 (stereo not drawn)	-13.0
Cc1cc(O)c2c(CCl)cc(=O)oc2c1	5.0
NC(CC1CC1(Cl)Cl)=NOC(=O)c1ccccc1 (stereo not drawn)	-12.2
O=C(NN=Cc1ccc(OC(=O)c2cccs2)cc1)c1ccccn1	2.0
Cc1cc(C)c(S(=O)(=O)Nc2ccc3c(c2)NC(=O)C(C)(C)CO3)c(C)c1	0.0
COc1cc(OC)cc(-c2nc(NC(=O)c3cccc(N4C(=O)NC5CC4(C)Oc4ccccc45)c3)n[nH]2)c1 (stereo not drawn)	-13.0
Cn1nc(C2CC2)cc1N1CCN(C(=O)c2nc3ccccc3s2)CC1	-10.0
